TROY signal inh – TROY signaling inhibition; Q293 LMP1-TROYcd NF-kB luciferase reporter, 4 h; inhibition, % at 10 µM; 360,000 compounds, 0.98% hits; AID 1347056;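 active = compounds whose plate-normalised and pattern-corrected inhibition of the luciferase reporter signal at the single screening dose is 50% or more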
Shn3 inh set2 – reduces Shn3 3'UTR luciferase signal in osteoblasts. Clone20 osteoblast Shn3 3'UTR firefly luciferase, 24 h. inhibition, % at 12.5 µM. 360,000 compounds, 0.52% hits. AID 588674;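 active = mean inhibition of at least 75% with every replicate also reaching 75%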;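 also: 0% = median of neutral control wells and 100% = pilot-screen positive control compound; some compounds past the cut are filed as inactive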
TRAIL sens C8 – caspase-8 TRAIL sensitization; inhibition (viability loss, TRAIL sensitization), % at 10 µM; AID 624354; NB7+C8 cells + TRAIL, ATPlite viability luminescence; 360,000 compounds, 1% hits;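 active = compounds causing at least 50% loss of cell viability in the single-dose screen, relative to plate controls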
NR5A2 inv ag – suppresses constitutive activity of human LRH-1. 360,000 compounds, 0.13% hits. AID 602396. O00482. inhibition, % at 3.6 µM. HEK293T StAR-luciferase reporter, LRH-1 transfected, 24 h;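 active = inhibition above the mean inhibition of all tested compounds plus 3 SD, cut at about 73% in these data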;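 also: 0% = DMSO wells and 100% = reporter-only cells lacking LRH-1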
Target sequence (O00482 whole entry, looked up): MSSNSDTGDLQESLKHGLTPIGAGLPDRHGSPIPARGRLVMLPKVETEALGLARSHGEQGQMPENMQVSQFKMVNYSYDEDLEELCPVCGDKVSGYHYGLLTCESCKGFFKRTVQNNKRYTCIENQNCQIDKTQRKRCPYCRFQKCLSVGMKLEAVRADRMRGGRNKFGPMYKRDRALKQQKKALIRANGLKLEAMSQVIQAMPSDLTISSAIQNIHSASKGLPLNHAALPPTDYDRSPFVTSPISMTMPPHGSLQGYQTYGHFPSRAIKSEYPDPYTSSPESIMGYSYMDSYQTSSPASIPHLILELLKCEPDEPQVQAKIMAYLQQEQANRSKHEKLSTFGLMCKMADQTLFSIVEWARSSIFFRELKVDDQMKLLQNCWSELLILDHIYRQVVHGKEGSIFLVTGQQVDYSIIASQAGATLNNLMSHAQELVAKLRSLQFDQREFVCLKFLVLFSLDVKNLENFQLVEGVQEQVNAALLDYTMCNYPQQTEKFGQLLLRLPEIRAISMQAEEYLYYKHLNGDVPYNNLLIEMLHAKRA
NCOA3 inh – human NCOA3 inhibition; 360,000 compounds, 0.17% hits; inhibition, % at 3.6 µM; HEK293 GAL4-SRC3 luciferase reporter, luminescence; Q9Y6Q9;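 active = inhibition above a per-campaign cutoff, the mean of all compounds plus 3 SD, cut at about 60% in these data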;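 also: 0% = DMSO-treated cells and 100% = gossypol-treated cells at 36 µM; higher means less SRC3-driven luciferase light from the GAL4 reporter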
SRC1 inh – inhibitors of human steroid receptor coactivator 1 (SRC1); AID 588354; Q15788; 360,000 compounds, 0.12% hits; inhibition, % at 3.6 µM; HEK293 GAL4-SRC1 luciferase reporter, luminescence;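 active = inhibition above the campaign mean plus 3 SD, with each screening campaign given its own cutoff, cut at about 60% in these data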;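 also: 0% = DMSO treated cells and 100% = gossypol at 36 µM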
CF NFkB block – cystic fibrosis NF-kB activation inhibition; 360,000 compounds, 0.86% hits; inhibition, % at 5 µM; KKLEB NF-kB-GFP reporter, PAF-induced, GFP fluorescence overnight;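 active = at least 50% inhibition at 5 µM, scaled per plate between neutral and stimulator controls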;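 also: PAF is a Pseudomonas aeruginosa culture filtrate used as stimulus; plate controls were PAF-stimulated DMSO wells for no effect and unstimulated DMSO wells for full effect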
EBV LMP1 NFkB – Epstein-Barr LMP1 NF-kappaB reporter inhibition; LMP1-induced NF-kappaB luciferase reporter cells, luminescence; inhibition, % at 12.5 µM; 350,000 compounds, 0.69% hits; AID 504558; in the data active = inhibition above about 41%;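 also: 0% = neutral control wells and 100% = reference inhibitor control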
TWEAK Fn14 block – inhibitors of TWEAK-Fn14 interaction signaling; 360,000 compounds, 2% hits; AID 1159606; inhibition, % at 10 µM; TWEAK-stimulated Fn14 reporter cells, luciferase luminescence, 8 h; in the data active = inhibition above about 50%
NR2F2 inh – blocks human COUP-TFII nuclear receptor; HEK293T NGFI-A luciferase reporter, luminescence; inhibition, % at 8.6 µM; 370,000 compounds, 0.7% hits; AID 686940;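 active = inhibition above a per-plate cutoff, mean inhibition of test wells between control levels plus 3 SD, cut at about 38% in these data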;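 also: cells cotransfected with COUP-TFII expression vector driving the NGFI-A reporter; 0% = median of COUP-TF2 test wells and 100% = reporter-only cells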
Target sequence (P24468 whole entry, looked up): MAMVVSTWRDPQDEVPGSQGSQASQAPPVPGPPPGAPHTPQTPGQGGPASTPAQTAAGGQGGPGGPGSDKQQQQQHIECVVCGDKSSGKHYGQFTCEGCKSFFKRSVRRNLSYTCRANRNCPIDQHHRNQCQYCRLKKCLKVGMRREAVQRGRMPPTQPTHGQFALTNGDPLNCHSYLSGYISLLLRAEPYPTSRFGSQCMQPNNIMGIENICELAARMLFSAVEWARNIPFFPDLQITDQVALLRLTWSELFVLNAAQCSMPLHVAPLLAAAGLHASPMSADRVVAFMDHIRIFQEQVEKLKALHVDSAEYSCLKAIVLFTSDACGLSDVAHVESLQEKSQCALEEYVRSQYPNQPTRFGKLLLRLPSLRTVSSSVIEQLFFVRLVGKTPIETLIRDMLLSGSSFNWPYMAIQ
KKLEB tox – counter-screen for CF NF-kB inhibitors: cytotoxicity; KKLEB CF airway cells viability, ATPlite luminescence, overnight; active compounds read low; cells stimulated with P. aeruginosa culture filtrate; 360,000 compounds, 0.36% hits; activity change (cytotoxicity), % at 5 µM;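 active = corrected activity change at or below -50% at 5 µM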
The depositor's hits bear a star; nt = not tested or not shown.

1) CC1(C)Cc2ccccc2-c2nc(NN)[nH]c(=O)c21
2) COc1cccc(-c2ccc(SCC(=O)N3CCN(c4ccccc4)CC3)nn2)c1
3) Cc1cc(OCC(=O)NCCN2CCOCC2)cc(C)c1Br
4) CC1CCN(C(=O)c2cc3ccccc3cc2O)CC1
5) O=C(NCC1CCCN(C(=O)Cc2ccccc2Cl)C1)c1ccc(F)cc1 (stereo not given)
6) N=C1S/C(=C\c2cccc3ccccc23)C(=O)N1c1ccc(F)cc1
7) Cc1ccc(C)c(NC(=O)CSc2nnc(-c3cc(C)[nH]n3)n2N)c1
8) CCC(C)[C@H](NC(=O)NCc1ccccn1)C(=O)OC (stereo not given in full)
Screen / compound no.	1	2	3	4	5	6	7	8
Shn3 inh set2	10	-29	1	-19	3	23	-4	-34
NR2F2 inh	2	18	7	-3	3	10	1	4
NCOA3 inh	-13	8	14	2	2	26	-10	-16
KKLEB tox	4	1	6	18	2	-14	16	12
SRC1 inh	-43	-4	-21	-31	7	-3	6	-26
TRAIL sens C8	13	6	9	-10	-14	-12	-21	7
TROY signal inh	2	-9	nt	7	4	21	-2	8
EBV LMP1 NFkB	3	5	-1	0	-8	-9	-6	4
NR5A2 inv ag	15	24	0	-17	11	13	10	4
TWEAK Fn14 block	8	-24	15	-8	-2	31	5	-14
CF NFkB block	-5	11	-11	12	0	18	-7	-16

9) Cc1ccc(-c2csc(NC(=O)CSc3nc(C)cs3)n2)cc1
10) CCn1cc(C(=O)Nc2ccc3c(c2)OCCO3)c2cc(OC)c(OC)cc2c1=O
11) CCOC(=O)c1c(CN2CCOCC2)n(-c2ccccc2)c2cc(Br)c(O)c(CN(C)C)c12
12) CCC(=O)N1CC2(CC(c3cccc([N+](=O)[O-])c3)=NO2)C[C@H]1C(=O)NCC(N)=O (stereo not given in full)
13) CCNc1ccc(C(=O)OCC)cc1NC(=O)c1cccc(S(=O)(=O)N2CCOCC2)c1
14) NC(=O)c1cc(S(=O)(=O)Nc2ccc(OC(F)(F)F)cc2)cs1
15) O=C(CSc1nnc(Cc2csc(Nc3cccc(Cl)c3)n2)o1)N1CCc2ccccc21
16) CCOc1ccc(NC(=O)CCCN2C(=S)NC(C)(C)CC2C)cc1 (stereo not given)
Screen / compound no.	9	10	11	12	13	14	15	16
Shn3 inh set2	-58	17	5	-9	13	12	52	-28
NR2F2 inh	-30	-1	10	-11	14	-9	8	10
NCOA3 inh	-40	-27	-5	-19	13	4	-13	-2
KKLEB tox	3	-8	-11	10	7	4	8	3
SRC1 inh	-14	1	-13	-16	8	-16	-19	3
TRAIL sens C8	2	-2	1	1	-21	2	-12	-8
TROY signal inh	0	27	25	-11	14	14	-5	-4
EBV LMP1 NFkB	2	5	-2	-1	-5	-5	1	0
NR5A2 inv ag	-39	23	3	17	-2	-2	-7	8
TWEAK Fn14 block	-17	37	4	1	4	14	-29	6
CF NFkB block	-8	13	18	-11	-13	2	-14	6

17) Cc1csc2c(=O)n(CCO)c(=O)[nH]c12
18) Cc1cc(=O)oc2cc(OCC(=O)OCC(=O)N3CCc4ccccc43)ccc12
19) CCCc1ccc(OCC(O)CN2CCN(CCO)CC2)cc1 (stereo not given)
20) O=c1cc(-c2ccncc2)oc2c1ccc1ccccc12
21) COc1ccc(C(=O)CSc2nnnn2Cc2ccccc2)cc1
22) CCCCNC(=O)CC1N=C2c3ccccc3N=C(SCC(=O)Nc3ccccc3C)N2C1=O (stereo not given)
23) CCOC(=O)Cn1cc(/C=N/NC(=O)c2cc3ccccc3o2)c2ccccc21
24) CCn1nnc(NC(=O)CSc2ccc(Cl)cc2)n1
Screen / compound no.	17	18	19	20	21	22	23	24
Shn3 inh set2	10	-9	-2	-13	-3	-2	-15	10
NR2F2 inh	6	-7	-5	15	7	9	5	nt
NCOA3 inh	-12	2	2	-10	7	6	6	-4
KKLEB tox	-18	-10	2	-12	2	7	9	12
SRC1 inh	-5	7	-9	-1	-14	-4	13	-6
TRAIL sens C8	-10	4	-4	6	-15	11	2	2
TROY signal inh	-5	3	-8	-20	-10	-29	-42	0
EBV LMP1 NFkB	-6	1	2	-22	6	-13	0	7
NR5A2 inv ag	6	7	-7	8	-5	-14	-7	1
TWEAK Fn14 block	-3	9	23	22	7	-5	1	-5
CF NFkB block	-12	2	-13	-13	1	-14	5	9

25) COc1cccc(-c2nn(-c3ccc(F)cc3)cc2C(=O)NCC2CCCO2)c1 (stereo not given)
26) O=S(=O)(NCCC1CC1(Cl)Cl)c1ccccc1 (stereo not given)
27) O=C(CN1CCCCCC1)Nc1cccc2c1OCO2
28) Cc1ccc(-c2n[nH]c(=S)n2/N=C/c2cccs2)cc1
29) Cc1cccc(C)c1NC(=O)C(c1ccc(Cl)cc1Cl)N1CCCCC1 (stereo not given)
30) COc1ccc(Cl)cc1N1C(=O)CC(Sc2ccccc2N)C1=O (stereo not given)
31) COc1cc(OC)cc(-c2c(Sc3ccccc3)c3cc(-c4cnc(N5CCOCC5)nc4)ccc3n2C)c1
32) O=C(CCCOc1ccccc1)N1CCN(S(=O)(=O)c2cccc(F)c2)CC1
Screen / compound no.	25	26	27	28	29	30	31	32
Shn3 inh set2	7	18	0	-4	-6	-2	nt	-4
NR2F2 inh	-2	2	-1	1	8	0	10	8
NCOA3 inh	-5	11	11	0	5	23	nt	-2
KKLEB tox	6	11	-4	-5	-10	-3	nt	0
SRC1 inh	0	-6	-3	-4	-1	-35	nt	-3
TRAIL sens C8	21	-13	3	-18	15	14	2	-7
TROY signal inh	-9	10	12	-2	14	10	0	-41
EBV LMP1 NFkB	0	1	-4	5	-5	5	nt	-1
NR5A2 inv ag	-15	-15	-1	30	4	-18	7	-10
TWEAK Fn14 block	-11	-14	10	2	-14	-17	4	-8
CF NFkB block	-4	-4	2	-11	36	-2	nt	0

33) CCCCn1c(N)c(N(CC(C)C)C(=O)CN(C)S(=O)(=O)c2ccc(NC(C)=O)cc2)c(=O)[nH]c1=O
34) COc1ccc(OC)c(NC(=O)Nc2ccc3[nH]ccc3c2)c1
35) CCc1cc(=O)oc2cc(OCC(=O)OC)c(Cl)cc12
36) COC(=O)c1nnn(CC(=O)Nc2cccc(OC)c2)c1C(=O)OC
37) CC(=O)N(C)N(C)c1cc(C)nc(N)n1
38) Cc1ccc2[nH]cc(C(=O)CCl)c2c1
39) CCCCc1ccc(S(=O)(=O)NC(=O)C2(C)CCN2C(=O)C/C=C/c2ccccc2)cc1 (stereo not given)
40) COc1cccc(NC(=O)CN(C)C(=O)c2ccc(OCc3ccccc3)c(OC)c2)c1
Screen / compound no.	33	34	35	36	37	38	39	40
Shn3 inh set2	-15	-25	0	-4	4	1	3	1
NR2F2 inh	5	20	-1	8	-3	-11	13	-2
NCOA3 inh	3	-20	-1	-1	-2	22	-3	-29
KKLEB tox	-4	2	-6	9	-6	-19	-6	-10
SRC1 inh	-1	-6	1	-16	3	1	-5	-12
TRAIL sens C8	-1	-2	7	12	0	6	-14	12
TROY signal inh	-5	-39	11	-6	2	-6	5	-35
EBV LMP1 NFkB	-7	nt	3	3	6	-7	nt	-14
NR5A2 inv ag	15	-20	-14	-16	-20	6	24	-41
TWEAK Fn14 block	16	-6	-5	10	-9	-9	-14	18
CF NFkB block	2	4	12	-5	3	60*	4	19

41) COc1ccccc1C(=O)CN1C(=O)NC2(CCCc3ccccc32)C1=O (stereo not given)
42) CCCc1cc(-c2nc(N)ncc2-c2ccc3c(c2)OCCCO3)c(O)cc1OC
43) COCCNC(=O)/C(C#N)=C/c1ccccc1Br
44) CC(c1ccncn1)N(C)Cc1nc(-c2ccc(C(F)(F)F)cc2)no1 (stereo not given)
45) CCOc1ccc(Cc2noc3c2C(=O)CC(C)(C)C3)cc1OCC
46) CCCC[C@@H]1CCCO[C@@](C(=O)NCc2ccccn2)(C(F)(F)F)C1
47) CC(OC(=O)Cc1ccc(F)cc1)C(=O)NCc1ccc2c(c1)OCO2 (stereo not given)
48) Cc1c(Cl)cccc1N1C(=O)CC(NNC(=O)c2cccnc2)C1=O (stereo not given)
Screen / compound no.	41	42	43	44	45	46	47	48
Shn3 inh set2	14	21	-12	15	8	24	-8	-13
NR2F2 inh	-2	3	4	-4	4	-4	-15	1
NCOA3 inh	6	4	14	17	17	12	3	4
KKLEB tox	-9	-12	-5	4	-1	1	-6	9
SRC1 inh	3	-4	10	-10	-3	5	-26	-14
TRAIL sens C8	-7	-11	2	-2	-3	-12	-13	-2
TROY signal inh	-17	25	-37	8	-11	-14	19	-3
EBV LMP1 NFkB	2	-6	-5	6	4	-12	-5	1
NR5A2 inv ag	-3	9	-2	4	7	22	11	3
TWEAK Fn14 block	-31	34	-32	7	-22	-9	1	2
CF NFkB block	6	31	-5	-3	15	-31	-2	0

49) COc1ccccc1CNC(=O)/C=C/c1ccc(S(=O)(=O)N2CCOCC2)cc1
50) CC(=O)C1=CCC(c2ccco2)N(S(=O)(=O)c2ccc(C)cc2)C1 (stereo not given)
51) Cc1ccc(N2C(=O)C3CC(c4ccccc4)=C4C5C=CC(C6C(=O)N(c7ccc(C)cc7C)C(=O)C56)C4C3C2=O)c(C)c1 (stereo not given)
52) COCCn1c(SCC#N)nnc1-c1ccc(OC)cc1
Screen / compound no.	49	50	51	52
Shn3 inh set2	7	5	0	-11
NR2F2 inh	7	-2	nt	-18
NCOA3 inh	17	4	2	19
KKLEB tox	6	4	-6	4
SRC1 inh	-8	5	-14	12
TRAIL sens C8	-4	-10	-7	11
TROY signal inh	4	-1	6	-2
EBV LMP1 NFkB	2	nt	24	-24
NR5A2 inv ag	10	-3	-5	-1
TWEAK Fn14 block	-8	16	8	-13
CF NFkB block	20	-22	7	-10

An excerpt from above in order of SMILES length, rising:
52) COCCn1c(SCC#N)nnc1-c1ccc(OC)cc1
3) Cc1cc(OCC(=O)NCCN2CCOCC2)cc(C)c1Br
35) CCc1cc(=O)oc2cc(OCC(=O)OC)c(Cl)cc12
16) CCOc1ccc(NC(=O)CCCN2C(=S)NC(C)(C)CC2C)cc1 (stereo not given)
36) COC(=O)c1nnn(CC(=O)Nc2cccc(OC)c2)c1C(=O)OC
7) Cc1ccc(C)c(NC(=O)CSc2nnc(-c3cc(C)[nH]n3)n2N)c1
2) COc1cccc(-c2ccc(SCC(=O)N3CCN(c4ccccc4)CC3)nn2)c1
40) COc1cccc(NC(=O)CN(C)C(=O)c2ccc(OCc3ccccc3)c(OC)c2)c1
11) CCOC(=O)c1c(CN2CCOCC2)n(-c2ccccc2)c2cc(Br)c(O)c(CN(C)C)c12
Screen / compound no.	52	3	35	16	36	7	2	40	11
Shn3 inh set2	-11	1	0	-28	-4	-4	-29	1	5
NR2F2 inh	-18	7	-1	10	8	1	18	-2	10
NCOA3 inh	19	14	-1	-2	-1	-10	8	-29	-5
KKLEB tox	4	6	-6	3	9	16	1	-10	-11
SRC1 inh	12	-21	1	3	-16	6	-4	-12	-13
TRAIL sens C8	11	9	7	-8	12	-21	6	12	1
TROY signal inh	-2	nt	11	-4	-6	-2	-9	-35	25
EBV LMP1 NFkB	-24	-1	3	0	3	-6	5	-14	-2
NR5A2 inv ag	-1	0	-14	8	-16	10	24	-41	3
TWEAK Fn14 block	-13	15	-5	6	10	5	-24	18	4
CF NFkB block	-10	-11	12	6	-5	-7	11	19	18

From PubChem BioAssay

An excerpt; rates above refer to the full screens.
